TTR transcr act: increases transthyretin transcription. SH-SY5Y TTR promoter Gaussia luciferase, luminescence; 100% = recombinant luciferase protein wells. activation, % at 16.7 µM. 1.3% of 92,000 active. AID 1117267;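 active = activation above the mean of all tested compounds plus 3 SD, cut at about 9.5% in these data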;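 also: cells exposed to compounds for one day before reading; 0% = median of all test compound wells on the plate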
An asterisk follows results filed as active. Some of the compounds tested, so the mix of outcomes need not match the whole.

SMILES	TTR transcr act
Cc1ccc(C(CNS(=O)(=O)c2ccc(C)cc2)N2CCN(C)CC2)cc1 (stereo not drawn)	0.3
CCc1ccc(NC(=O)C(=O)NCC2CCCO2)cc1 (stereo not drawn)	-0.8
CC1=NNC(=O)C1CC(=O)N/N=C(/C)c1cccc([N+](=O)[O-])c1 (stereo not drawn)	-0.1
CC1(C)CC(=O)C=C(NCCc2ccc(S(N)(=O)=O)cc2)C1	1.4
O=c1[nH][nH]c(C(F)(F)F)c1C=NCc1cccs1	-2.7
COCCSc1ccccc1C(=O)N1CCCC(C)C1 (stereo not drawn)	21*
CNc1cc(C)nc(N2CCOCC2)n1	2.4
N#Cc1ccccc1CSc1nc2ncc(Br)cc2[nH]1	1.3
Cc1cccc(N/C(N)=N/c2nc3c(c(=O)[nH]2)CCCC3)c1	-1.7
CCCCCCCN1CCN=C1N(C)C	-2.6
O=C(O)Cn1c(=O)c2c3c(sc2n(Cc2ccc(Cl)cc2Cl)c1=O)CCCC3	1.8
O=C(OCc1cn(Cc2ccccc2F)nn1)N1CCOCC1	5.4
O=C(COc1ccc(S(=O)(=O)NCc2ccccc2)cc1)N1CCOCC1	0.4
O=C1CSC(=S)N1/N=C/c1cccc(C(F)(F)F)c1	-0.6
O=C(O)CN1C(=O)/C(=C\c2cccc(OC(=O)c3ccco3)c2)SC1=S	-0.5
CCCCNC(=O)NNC(=O)c1ccc(F)cc1	4.4
CCOC(=O)C1CCN(C(=O)c2oc3ccc(S(=O)(=O)N4CCCCCC4)cc3c2C)CC1	-1.4
O=C(CC1NC2CCCCC2NC1=O)Nc1cccc(C(F)(F)F)c1 (stereo not drawn)	-1.9
Cc1cc(OC(=O)c2c(C)cc(O)cc2O)cc(O)c1C(=O)O	2.4
OC(c1ccc(Cl)c(Cl)c1)c1ncc(-c2cccc(F)c2)[nH]1 (stereo not drawn)	-0.2
CN1CCC(CO)(Cc2ccccc2)CC1	3.2
CC(C)c1nc(=S)c2ccccc2[nH]1	0.4
CC(=O)N1CC2(C)CN(C(C)=O)CC(C)(C1)C2=O	6.0
c1ccc(CN2CCN(c3ncnc4nc[nH]c34)CC2)cc1	2.3
O=C(Nc1ccc(CN2CCCCC2)cc1)Nc1ccccc1Cl	1.0
SMILES	TTR transcr act
O=C(C=C=Nc1ccccc1)C(=O)N=C=Cc1ccccc1	-4.2
COc1cccc(/C=C2\SC(=N)N(c3ccc(F)cc3)C2=O)c1	4.0
O=C(NCCOc1ccc(Cl)cc1)C1CC(=O)N(c2ccc(F)cc2)C1 (stereo not drawn)	1.2
Cn1cccc1C(=O)Nc1nccs1	-0.2
COc1ccc(NC(=O)Nc2ccc3oc(C)nc3c2)cc1	1.7
CN(CCc1ccccc1)C(=O)c1ccc(NC(=O)Cc2cccc(NC(=O)C3CCN(S(=O)(=O)c4cccc([N+](=O)[O-])c4)CC3)c2)cc1	2.1
COc1cc(NS(=O)(=O)c2ccc3ccccc3c2)c2ncccc2c1	-0.8
CS(=O)(=O)n1nc(OC(=O)c2cccs2)cc1N	0.5
Cc1ccc2cc(CCNC(=O)C(C)(C)C)c(=O)[nH]c2c1	-0.2
O=S(=O)(c1ccccc1)N1CCN(c2cc(-c3ccccc3)nc3ncnn23)CC1	-4.5
NS(=O)(=O)c1ccc(CCNCC#Cc2ccccc2)cc1	3.5
COc1ccc(Cc2c(C3CCCCC3)nc3c4ccccc4ccn23)c(C)c1	1.7
COc1ccc(CNC(=O)CC(C)CC2=NS(=O)(=O)c3ccccc3N2)cc1 (stereo not drawn)	-1.5
Cc1ccccc1Nc1nc(Cl)c(C=O)s1	3.1
Cc1ccc(C(=O)COC(=O)CCCC(=O)NC2CCCCC2)cc1[N+](=O)[O-]	-0.7
COC(=O)c1cn(C(=O)OC)c2ccccc12	1.7
Cc1ccc2nsnc2c1NC(=O)c1ccccc1[N+](=O)[O-]	0.4
O=C(NNCC(O)COc1ccccc1)c1ccccc1 (stereo not drawn)	0.5
CC(=O)Nc1ccc(NC(=O)c2ccc(NS(=O)(=O)c3cc(C(C)(C)C)ccc3C)cc2)cc1	-0.5
COc1ccc(OCC(O)Cn2c(Br)nc3c2c(=O)[nH]c(=O)n3C)cc1 (stereo not drawn)	-0.1
CCc1noc(C)c1C(=O)N(CCCOC)c1c(N)n(Cc2ccccc2)c(=O)[nH]c1=O	-0.2
CC(/C=N/Nc1ccc2nncn2n1)=C\c1ccccc1	-3.0
COc1ccc(NC(=O)C(NC(=O)CNC(C)=O)c2ccc(C)cc2)cc1 (stereo not drawn)	29*
CN(C)c1ccc(P(=O)(OCc2ccccc2)C(O)c2cccnc2)cc1 (stereo not drawn)	2.6
Cc1sc(NC(=O)c2ccco2)c(C(c2ccncc2)N2CCOCC2)c1C (stereo not drawn)	-0.5

Two compounds picked at random from the list so far:
SMILES	TTR transcr act
CC(/C=N/Nc1ccc2nncn2n1)=C\c1ccccc1	-3.0
Cc1sc(NC(=O)c2ccco2)c(C(c2ccncc2)N2CCOCC2)c1C (stereo not drawn)	-0.5

Next part
SMILES	TTR transcr act
C=CCOC(=O)C1=C(C)Nc2ncnn2C1c1cccs1 (stereo not drawn)	0.3
O=[N+]([O-])c1ccc(S(=O)(=O)NCC(c2cccnc2)N2CCOCC2)cc1 (stereo not drawn)	0.7
CC(=O)Nc1ccc(C(=O)CSc2nnc(-c3ccccc3F)n2CCc2ccccc2)cc1	0.6
COc1ccc(Cn2nnc(C(=O)Nc3ccc4c(c3)OCCO4)c2N)cc1Br	-1.3
CCN1C(=O)[C@@H]2[C@@H](c3ccc(-c4ccc(F)cc4)c(OC)c3)N3CCCC[C@@]3(C(=O)OC)[C@@H]2C1=O	-4.0
BrC(/C=N/N1CCN(Cc2ccccc2)CC1)=C/c1ccccc1	1.2
CC(C(=O)Nc1cccnc1)n1cc([N+](=O)[O-])cn1 (stereo not drawn)	1.0
CCn1c(SCC(=O)c2cc(C)ccc2C)nc2cc(S(=O)(=O)N3CCOCC3)ccc21	-2.6
COc1ccc(NC(=O)C(=O)c2cn(CC(=O)N3CCOCC3)c3ccccc23)cc1OC	-0.6
CCOc1ccc(-c2noc(CCCC(=O)NC3CCCCC3)n2)cc1OC	-1.9
Cc1c(Cl)cccc1NC(=S)NC(=O)c1ccccc1	8.6
Cc1ccc(/C=N/NC(=O)CSc2nnc(-c3ccccc3)n2-c2ccc(Cl)cc2)o1	-1.4
Cc1ccc(C)c(NC(=O)C(c2ccccc2)N2CCOCC2)c1 (stereo not drawn)	-0.1
Cc1ccc(N=Nc2c(C)[nH]n(-c3ccccc3)c2=O)cc1	0.5
Cc1onc(-c2c(F)cccc2Cl)c1C(=O)Nc1nnc(C2CC2)s1	4.7
O=C(c1ccc(OCC2CCCO2)cc1)N1CCc2ccccc2C1 (stereo not drawn)	0.0
Cc1ccc(/C=C2/N=C(c3ccccc3)NNC2=O)cc1	-0.1
CC(=O)Nc1ccc(NC(=O)Cn2cnc3c(nnn3Cc3ccc(F)cc3)c2=O)cc1	0.6
O=C(/C=C/c1cccs1)N1CCC2(CC1)Oc1ccc(F)cc1C(=O)C21CC(c2ccccc2)=NO1 (stereo not drawn)	3.3
CCOC(=O)CCc1c(C)n[nH]c1C	0.6
CC(C)C(=O)NNC(=O)c1csc(-c2cccs2)n1	-2.4
C=C(C)C1Cc2c(C)nn(-c3ccccn3)c2C1 (stereo not drawn)	-1.8
O=C(NNc1ccccn1)C(=O)NNS(=O)(=O)c1ccc(Cl)cc1	-0.3
COc1ccc(CCNC(=O)c2ccc(Br)cc2)cc1	2.8
Cc1cccc(NC(=S)N2CCN(Cc3ccccc3)CC2)c1C	2.8
SMILES	TTR transcr act
CC1=NN(c2nc(-c3ccccc3)cs2)C(=O)C1	-2.2
Cc1ccc(CNC(=O)/C=C/c2ccccc2Cl)cc1	0.2
COC(=O)/C(=C/c1ccco1)NC(=O)c1ccc(Br)o1	0.7
O=C(COc1ccccc1[N+](=O)[O-])NC1CC1	1.9
CC(=O)NCC(=O)OCC(=O)c1ccc(Br)cc1	-0.6
Cc1ccnc(NC(=O)CSc2ccccn2)c1	-0.4
COCCNC(=O)CN1C(=O)COc2ccc(Cl)cc21	0.8
Cc1csc2c(N3CCN(C(=O)Nc4ccc(OC(F)(F)F)cc4)CC3)ncnc12	-3.4
CCc1nn(CC(=O)N2CCCCCC2)c(=O)c2cc3ccccc3n12	-0.4
CCCCCOC(=O)C1=C(C)NC(=O)NC1c1ccccc1 (stereo not drawn)	0.4
O=C(OCC#CCSc1nnc(-c2cccc3ccccc23)o1)c1cccc(F)c1	8.6
CCCNC(=O)c1nn2cc(Br)cnc2c1Cl	0.7
CNC(=O)c1csc(-c2ccccc2)n1	0.1
Clc1ccc(-c2nnc(C3CC3)o2)cc1	0.8
COc1ccc(NC2=C(Cl)C(=O)N(CCc3ccccc3)C2=O)cc1	-0.9
COc1ccc(Cl)cc1NC(=O)c1[nH]c(C)c(C(C)=O)c1C	0.7
CC(C)(C)OC(=O)CNC(=O)c1nc[nH]c1C(=O)N1CCc2ccccc2C1	-3.9
CCCCCCCCN1C(=O)[C@H](CC(=O)NCc2ccc(C)o2)C[C@@]2(C(=O)OC)CC(C)(C)CC=C12	-0.8
CCOC(=O)c1ccc(NC(=O)Nc2ccc3c4c(cccc24)C(=O)N3CC)cc1	-2.0
COC(=O)c1cc(NC(=O)c2ccccc2F)cc(C(=O)OC)c1	0.3
CCCN(CCC)C(=O)c1ccccc1C(=O)N(CCC)CCC	-0.5
O=C1OCc2ccc(NC(=O)c3c(F)cccc3Cl)cc21	-0.2
O=C(Nc1cc(S(=O)(=O)N2CCOCC2)ccc1N1CCCC1)c1cc2c(s1)CCCC2	0.3
S=C(NCc1cccnc1)Nc1cc(Cl)cc(Cl)c1	-1.4
CSC1=NC(C)N2C(SC)=NC(C)N12 (stereo not drawn)	-1.4

A portion from further up, for reference:
SMILES	TTR transcr act
S=C(NCc1cccnc1)Nc1cc(Cl)cc(Cl)c1	-1.4
CSC1=NC(C)N2C(SC)=NC(C)N12 (stereo not drawn)	-1.4

Next records:
SMILES	TTR transcr act
COc1ccc(-c2nc3ccc(Cl)cn3c2Cc2cccc(Cl)c2)cc1OC	-1.7
CC1(c2nnnn2-c2ccc3c(c2)OCCO3)CCC(=O)N1C1CC1 (stereo not drawn)	2.6
O=C(O)C(NS(=O)(=O)c1ccc(F)cc1)c1ccccc1 (stereo not drawn)	1.7
COc1ccc(C(=O)NCCNC(=O)c2cc(OCC(F)(F)F)ccc2OCC(F)(F)F)cc1	-1.3
CCc1nnc(NC(=O)CSc2nnc(-c3ccccc3OC)n2-c2ccccc2)s1	-2.0
CC(C)OC(=O)CC(=O)CSc1nc2c(cc1C#N)CCCC2	0.4
COc1ccc2c(c1OC)C(=O)N1N=C(c3ccccc3)CC21 (stereo not drawn)	-4.4
COc1ccccc1NC(=O)Cn1nc(-c2ccncc2)nc1SCC(=O)NC1CCCC1	0.9
CCOC(=O)c1ccc(N2C(=O)CC(C)(CC)CC2=O)cc1	1.9
O=C(c1ccco1)N1CCN(CC2CC3C=CC2C3)CC1 (stereo not drawn)	1.0
Cc1ccc(C)c(S(=O)(=O)N2CCN(C(=O)[C@@H](NC(=O)c3ccc(F)cc3)C(C)C)CC2)c1	-0.7
Cc1ccccc1C(=O)NCCNC(=O)c1cnccn1	1.2
Cc1ccnc(N(C(=O)c2cccs2)C(=O)c2cccs2)c1	-0.3
CCN1CCN(CC(O)COCc2cc(OC)c(OC)c(OC)c2)CC1 (stereo not drawn)	-0.6
CC(C)c1cc(C(=O)NCc2ccco2)no1	-0.5
Cc1ccc(N=Cc2c(C)[nH]n(-c3nc4ccccc4[nH]3)c2=O)cc1	0.3
CCOC(=O)C1CCCN(c2c(NCc3ccco3)c(=O)c2=O)C1 (stereo not drawn)	-1.1
Cc1cccc(OCC(=O)NC(Cc2ccccc2)C(=O)O)c1 (stereo not drawn)	-1.1
CCC(C(=O)NC1CCCC1)N(C(=O)c1snc(C(N)=O)c1N)c1ccc(OC)c(OC)c1 (stereo not drawn)	-0.8
CCCC/C=C1/[C@H](c2ccccc2)N(C)C2=N[C@H](c3ccccc3)CC(=O)N21	1.5
NC(=O)c1ccsc1NC(=O)c1ccc(S(=O)(=O)N2CCCc3ccccc32)cc1	-4.3
COC(=O)c1c(NC(=O)COC(=O)[C@@H](NS(=O)(=O)c2ccc(C)cc2)C(C)C)sc2c1CCC2	-1.1
C=C1CC(COc2ccc3c(C)c(Cl)c(=O)oc3c2)(c2ccccc2)OC1=O (stereo not drawn)	-6.7
CCn1cc(S(=O)(=O)Nc2ccc(Cl)cc2F)cn1	-3.1
CCCn1c(N)c(C(=O)COc2ccc(Br)cc2F)c(=O)n(C)c1=O	-0.4
Cn1nc(C(C)(C)C)cc1C(=O)N1CCCCC1c1cc(C(=O)Nc2ccc3c(c2)OCO3)no1 (stereo not drawn)	-1.8
C=Cn1ccnc1CC(O)c1ccc(OC)cc1 (stereo not drawn)	-1.2
Cc1c(N=NC2=C(O)CC(C)(C)CC2=O)c(=O)n(-c2ccccc2)n1C	-0.8
CCCNC(=S)N1CCN(c2nc(-c3cccc(OC)c3)cs2)CC1	-2.7

Among those listed so far, 14 contain an NH in an aromatic ring:
SMILES	TTR transcr act
O=c1[nH][nH]c(C(F)(F)F)c1C=NCc1cccs1	-2.7
N#Cc1ccccc1CSc1nc2ncc(Br)cc2[nH]1	1.3
Cc1cccc(N/C(N)=N/c2nc3c(c(=O)[nH]2)CCCC3)c1	-1.7
OC(c1ccc(Cl)c(Cl)c1)c1ncc(-c2cccc(F)c2)[nH]1 (stereo not drawn)	-0.2
CC(C)c1nc(=S)c2ccccc2[nH]1	0.4
c1ccc(CN2CCN(c3ncnc4nc[nH]c34)CC2)cc1	2.3
Cc1ccc2cc(CCNC(=O)C(C)(C)C)c(=O)[nH]c2c1	-0.2
COc1ccc(OCC(O)Cn2c(Br)nc3c2c(=O)[nH]c(=O)n3C)cc1 (stereo not drawn)	-0.1
CCc1noc(C)c1C(=O)N(CCCOC)c1c(N)n(Cc2ccccc2)c(=O)[nH]c1=O	-0.2
Cc1ccc(N=Nc2c(C)[nH]n(-c3ccccc3)c2=O)cc1	0.5
CCOC(=O)CCc1c(C)n[nH]c1C	0.6
COc1ccc(Cl)cc1NC(=O)c1[nH]c(C)c(C(C)=O)c1C	0.7
CC(C)(C)OC(=O)CNC(=O)c1nc[nH]c1C(=O)N1CCc2ccccc2C1	-3.9
Cc1ccc(N=Cc2c(C)[nH]n(-c3nc4ccccc4[nH]3)c2=O)cc1	0.3
